FXIIa inh 1536 – inhibitors of human coagulation factor XIIa; P00748; inhibition, % at 5 µM; purified FXIIa, Boc-QGR-AMC fluorogenic substrate, 2 h; 0.3% of 220,000 active; in the data active = inhibition above about 40%;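 also: 0% = enzyme with no compound and 100% = blank without enzyme; many of its hits are not listed in these tables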
hK5 inh – blocks human kallikrein 5 protease activity | Q9Y337 | recombinant hK5, fluorogenic AMC substrate cleavage | inhibition, % at 5 µM | 0.59% of 210,000 active;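 active = inhibition of 40% or more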;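 also: 0% = enzyme controls without compound and 100% = no-enzyme blanks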
Target sequence (Q9Y337 67-293 limits assumed): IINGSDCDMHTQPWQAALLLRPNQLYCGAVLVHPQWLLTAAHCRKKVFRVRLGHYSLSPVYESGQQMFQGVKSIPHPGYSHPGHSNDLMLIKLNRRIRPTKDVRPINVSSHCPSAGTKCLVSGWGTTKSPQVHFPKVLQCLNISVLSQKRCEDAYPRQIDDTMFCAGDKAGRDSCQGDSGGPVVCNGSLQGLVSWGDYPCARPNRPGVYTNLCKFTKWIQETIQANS
Thrombin inh – inhibitors of human thrombin; P00734; alpha-thrombin, Boc-VPR-AMC fluorogenic substrate cleavage; inhibition, % at 5 µM; 0.26% of 220,000 active;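 active = inhibition at or above 40%; inactive = inhibition below 40%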;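 also: 0% = enzyme with no compound and 100% = wells without enzyme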
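System – human alpha-thrombin protein · Reagent – Boc-VPR-AMC substrate, 15 µM final · Compound – 5 µM single dose in 0.2% DMSO · Schedule – reaction at room temperature · Technique – AMC fluorescence at 355 nm excitation and 460 nm emission · Read-out basis – % inhibition relative to enzyme controls and enzyme-free blanks · Control set – no-compound enzyme wells and no-enzyme blanks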
Hck-Nef inh – blocks Nef-activated human Hck kinase; AID 463187; P08631; 0.68% of 220,000 active; inhibition, % at 20 µM; Recombinant Hck-YEEI plus Nef, Z-Lyte FRET kinase assay;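 active = Hck-Nef kinase inhibition above about 50%, limit read from the data; inactive = inhibition below that limit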;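 also: 0% = DMSO with Hck plus Nef and 100% = Hck alone without Nef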
Target sequence (P08631 whole entry, looked up): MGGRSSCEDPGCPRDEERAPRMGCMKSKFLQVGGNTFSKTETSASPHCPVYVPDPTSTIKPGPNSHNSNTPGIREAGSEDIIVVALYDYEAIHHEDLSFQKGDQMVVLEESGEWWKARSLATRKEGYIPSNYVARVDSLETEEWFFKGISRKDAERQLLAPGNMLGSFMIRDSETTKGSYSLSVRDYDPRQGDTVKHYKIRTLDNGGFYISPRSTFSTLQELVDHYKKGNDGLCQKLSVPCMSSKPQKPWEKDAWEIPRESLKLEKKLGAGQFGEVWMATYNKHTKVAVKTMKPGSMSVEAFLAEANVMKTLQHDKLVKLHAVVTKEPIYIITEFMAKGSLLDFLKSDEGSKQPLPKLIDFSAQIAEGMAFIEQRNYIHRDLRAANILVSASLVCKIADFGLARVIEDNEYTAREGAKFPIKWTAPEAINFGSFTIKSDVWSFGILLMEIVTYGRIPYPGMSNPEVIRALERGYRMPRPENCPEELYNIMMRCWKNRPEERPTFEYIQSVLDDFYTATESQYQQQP
zVAD death inh – blocks zVAD induced death of L929 cells; AID 1377; 0.38% of 220,000 active; L929 zVAD necroptosis rescue, ATP luminescence, 24 h; with zVAD 60 µM; viability rescue, % at 10 µM;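 active = activation, scaled between plate controls, above about 75%, limit read from the data; inactive = activation under that limit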;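 also: 0% = zVAD with DMSO and 100% = DMSO alone without zVAD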
TNF death inh – inhibitors of TNF-alpha induced necroptosis in Jurkat FADD-/- cells | activation (protection from cell death), % at 10 µM | 0.068% of 220,000 active | Jurkat FADD-/- TNF necroptosis rescue, ATP luminescence, 24 h; 0 = TNF only, 100 = no-TNF cells;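 active = activation, meaning protection from cell death, of at least 50% relative to plate controls; inactive = activation below 50%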;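 also: necroptosis triggered by 40 ng/mL TNF-alpha added together with compound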
Rad51 HR inh – blocks human Rad51 in homologous recombination; 0.085% of 200,000 active; inhibition, % at 10 µM; Q06609; AID 1385; hRad51 DNA strand exchange, fluorescence dequenching;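 active = inhibition above 40% at the single screening dose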;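 also: 0% = DMSO control wells and 100% = blanks with heterologous ssDNA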
Target sequence (Q06609 whole entry, looked up): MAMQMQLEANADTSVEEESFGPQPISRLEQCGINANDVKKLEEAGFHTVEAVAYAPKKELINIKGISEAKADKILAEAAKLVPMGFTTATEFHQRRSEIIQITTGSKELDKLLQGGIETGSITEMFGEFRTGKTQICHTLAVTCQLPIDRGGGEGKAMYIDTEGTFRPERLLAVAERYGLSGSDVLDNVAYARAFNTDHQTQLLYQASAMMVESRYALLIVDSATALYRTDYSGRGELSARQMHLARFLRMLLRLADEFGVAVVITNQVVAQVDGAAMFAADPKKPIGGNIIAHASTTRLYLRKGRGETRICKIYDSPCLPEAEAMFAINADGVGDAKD
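Material: human Rad51–ssDNA filaments; Probe or stimulus: labelled 47-mer dsDNA for strand exchange; Doses: single 10 µM dose; Incubation: 37 °C 15-min filament assembly, 30-min compound preincubation, 15-min exchange; Technique: FRET fluorescence dequenching, excitation 485 nm, emission 520 nm; Measure: Fluorescence-based percent inhibition, control- and blank-normalised; Benchmarks: plate control and blank wells.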
Cl transport mod – modulates chloride dependent transport by human KCC2; Q9H2X9; KCC2 cells, thallium flux FluoZin-2 fluorescence; B-score of Tl+ flux slope (higher = more flux/activation; lower = inhibition) at 10 µM; 2.2% of 190,000 active;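 active = thallium flux slope and its plate-corrected score both differing from the plate sample mean at a set confidence after two filtering rounds, in either direction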;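 also: slope of fluorescence scaled to starting intensity during 10 to 20 s after thallium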
FXIa inh 1536 – inhibitors of human coagulation factor XIa. P03951. AID 798. 0.14% of 220,000 active. inhibition, % at 5 µM. purified FXIa, Boc-Glu-Ala-Arg-AMC fluorogenic substrate;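 active = inhibition of at least 40%; inactive = inhibition below 40%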;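 also: fluorescence of freed AMC excited at 355 nm; 0% = enzyme without compound and 100% = no enzyme blank; many of its hits are not listed in these tables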
An asterisk follows results filed as active; . = no result given.

| structure | FXIIa inh 1536 | hK5 inh | Thrombin inh | Hck-Nef inh | zVAD death inh | TNF death inh | Rad51 HR inh | Cl transport mod | FXIa inh 1536 |
| --- | --- | --- | --- | --- | --- | --- | --- | --- | --- |
| O=c1[nH]c(=S)[nH]c(O)c1N=Nc1ccc2c(c1)OCCO2 | 22 | 3 | 12 | -10 | -0.6 | -18 | -8 | 0.56 | -3 |
| COc1cc(-n2c(=S)[nH]c3ccccc3c2=O)c(Cl)cc1Cl | 4 | -14 | 1 | 1 | -0.7 | -7.9 | -1 | . | 2 |
| CCOP(=O)(OCC)C(O)c1ccc(OC)cc1 (centres undefined) | 1 | 4 | -2 | 13 | 2.7 | 1.2 | 17 | 0.4 | 1 |
| N#Cc1c(N2CCNCC2)nc(-c2ccco2)c2c1CCCC2 | 4 | 2 | -1 | 67* | -1.1 | -9.7 | 2 | -0.42 | -1 |
| CCn1ccnc1CN1CCCC(C(=O)c2cc(C)c(OC)c(C)c2)C1 (centres undefined) | 5 | 4 | -10 | 18 | -1.5 | 1.3 | -4 | -0.77 | -2 |
| CC(C)OC(=O)c1c(N)n(CC2CCCO2)c2nc3ccccc3nc12 (centres undefined) | -22 | -174 | -10 | 31 | 0.1 | -3.4 | 0 | 0.28 | -12 |
| O=C(NCc1ccc(C(=O)N2CCC3(CC2)OCCO3)cc1)c1ccc2c(c1)OCO2 | 13 | 7 | 6 | 0 | -0.2 | -0.3 | -4 | 0.81 | 5 |
| CC(C)NS(=O)(=O)c1ccc(OCC(=O)N2CCN(Cc3ccccc3)CC2)cc1 | . | . | . | 1 | -0.1 | -1.2 | 5 | -1.4 | . |
| O=C(COc1ccc(S(=O)(=O)N2CCOCC2)cc1)N1CCN(Cc2ccc3c(c2)OCO3)CC1 | 13 | -5 | -2 | 1 | -1.5 | -1.6 | 4 | -0.046 | -3 |
| O=C(O)c1ccc(N=Cc2c(O)n(Cc3ccc(F)cc3)c(=O)[nH]c2=O)cc1 | 41* | 30 | 32 | -18 | 0.9 | 1.1 | -27 | 1.8 | 31 |
| Cc1c2cnn(CC(=O)N3CCC4(CC3)OCCO4)c(=O)c2c(C)n1Cc1ccccc1F | -4 | -1 | -6 | 2 | 4.3 | 1.7 | -5 | 0.41 | -7 |
| CCOc1ccc(-n2c(CC)nc3ccccc3c2=O)cc1 | 8 | 26 | -3 | -4 | 1.6 | 1.2 | -1 | -0.65 | -4 |
| CN(C)CP(=O)(Nc1ccccc1)N(C)C (centres undefined) | 19 | 67* | 27 | -1 | 0.6 | 1.4 | 2 | . | 5 |
| Cn1c(O)c(C=NCCCCCCCCCCC(=O)O)c(=O)n(C)c1=O | 7 | 1 | -2 | 20 | 0.4 | 1.6 | 4 | -0.73 | -1 |
| CN1CCc2nc(SCC(=O)OC(C)(C)C)c(C#N)cc2C1 | -11 | -33 | -1 | . | . | . | . | . | -8 |
| Cc1nn(Cc2ccccc2)c(Cl)c1C(=O)OC(C)C(=O)Nc1ccc(F)cc1Cl (centres undefined) | 7 | -7 | -5 | 2 | 1.1 | 1.6 | 2 | -1.5 | 2 |
| Cc1ccc(-c2nc3ccccc3c(=O)n2-c2ncccc2C)cc1 | -1 | 0 | -4 | 2 | -0.6 | -3.8 | 2 | -0.62 | -8 |
| Cc1ccc(C)c(CN2CCC(n3nnc4cc(F)ccc43)CC2)c1 | 6 | 29 | 27 | 1 | -0.1 | -2.3 | -1 | 0.19 | -6 |
| O=[N+]([O-])c1ccc(N2CCNCC2)c(Cl)c1 | 11 | 0 | -3 | 24 | 6.5 | 2.5 | 2 | -0.26 | -1 |
| Cc1nn(Cc2ccccc2Cl)c(C)c1C(=O)NC1CCCc2ccccc21 (centres undefined) | 11 | -3 | -1 | 3 | 0.5 | 1.3 | -4 | . | 14 |
| O=C1NC(=O)N(Cc2ccccc2)C(=O)/C1=C/N1CCCc2ccccc21 | 20 | -6 | -7 | 2 | 0.6 | 0.4 | -13 | -0.21 | 18 |
| COc1ccc(S(=O)(=O)Cc2ccc(C(=O)N3CCC4(CC3)OCCO4)o2)cc1 | 10 | -13 | -4 | 1 | 0.2 | -2.0 | 0 | 1.5 | -8 |
| COc1ccc(C2CN(C)CC2C(=O)c2ccc(F)cc2)cc1Cl (centres undefined) | -1 | -15 | -3 | 16 | 0.2 | 3.8 | 23 | 1.1 | -7 |
| COC(=O)C(O)(c1ccc(NC(=O)c2cccs2)c(C)c1)C(F)(F)F (centres undefined) | 9 | 2 | 13 | 4 | -0.6 | -1.0 | -6 | -0.87 | 3 |
| O=c1c2cc(Br)ccc2[nH]c(=S)n1-c1ccccc1 | 12 | 12 | -7 | 24 | -1.1 | -0.9 | 9 | 20* | 1 |
| CCOP(=O)(Cc1ccc(C#N)o1)OCC | 8 | 4 | 4 | 14 | -0.4 | 0.9 | 10 | 0.79 | 4 |
| CN1CCN(c2nc3ccccc3o2)CC1 | 3 | -2 | -6 | 16 | -0.3 | 4.5 | . | 0.071 | -3 |
| c1ccc(CNC2=NCCS2)cc1 | 4 | -10 | -6 | -1 | -0.1 | 5.0 | -1 | -0.21 | -3 |
| Cc1cc(OC(=O)CCCNC(=O)OC(C)(C)C)c2c3c(c(=O)oc2c1)CCC3 | 4 | -7 | 2 | 0 | 0.8 | -9.0 | 5 | -0.14 | -3 |
| CCCCCCn1c(O)c(C=NCCCn2ccnc2)c(=O)[nH]c1=O | 15 | 5 | 5 | 6 | -0.7 | -1.2 | -21 | 0.95 | 2 |
| CC(C)CCNC(=O)CN1C(=O)CN=C(c2ccccc2)c2ccccc21 | 12 | -1 | 2 | 21 | -1.2 | 0.0 | 23 | 0.81 | -1 |
| Cc1cc(Oc2ccc(C(F)(F)F)cc2[N+](=O)[O-])c2c3c(c(=O)oc2c1)CCCC3 | -2 | -4 | -3 | 0 | -0.2 | -0.2 | 4 | 0.22 | 4 |
| O=C(O)c1cn(Cc2ccccc2)nc1-c1ccccc1 | 12 | -5 | -11 | 13 | 0.3 | 0.8 | -32 | -3.3 | 0 |
| CCOC(=O)/C(=N\Nc1ccccc1)N1CC1 | . | 1 | -1 | 12 | 0.5 | -0.8 | 6 | 0.21 | -2 |
| CCOc1cc(-c2nc3c(C)cccn3c2NCC2CCCO2)ccc1O (centres undefined) | -7 | -11 | -7 | 6 | 1.4 | -0.1 | -4 | -1.2 | -10 |
| COc1ccc(-c2n(-c3ccccn3)c3ccccc3[n+]2-c2ccccn2)cc1 | 13 | 3 | 2 | 3 | 0.0 | -0.3 | 13 | 0.71 | 1 |
| Clc1cccc(CN2CCCCC2c2cccnc2)c1 (centres undefined) | . | . | . | 6 | 2.0 | 2.0 | -10 | . | . |
| CCCCn1c(O)c(C(C)=Nc2ccc3c(c2)CCC3)c(=O)[nH]c1=O | 6 | 1 | -3 | 10 | 1.9 | -2.8 | . | 0.15 | 3 |
| O=c1[nH]c(=O)n(Cc2ccccc2)c(O)c1C=NCCN1CCOCC1 | 30 | -4 | 4 | 0 | 3.9 | 0.6 | 5 | 0.24 | 20 |
| CCOP(=O)(OCC)C(C)(C)NC(=O)C(Cl)(Cl)Cl | 16 | -14 | 3 | -3 | -0.4 | -1.1 | -1 | 0.76 | 2 |
| O=C1/C(=C\c2cc3c(cc2Cl)OCO3)N2CCC1CC2 | 10 | -4 | 3 | 1 | 0.7 | 4.9 | . | -0.67 | 4 |
| O=C1NC(=O)N(c2ccccc2)C(=O)/C1=C/c1ccc(Sc2ccccc2)o1 | 2 | -1 | -7 | 3 | 0.0 | -4.0 | 9 | -1.8 | -7 |
| CC(=O)Nc1ccccc1C(=O)OCc1ccc(C(=O)c2ccccc2)cc1 | 8 | -2 | -3 | 2 | 0.1 | -18 | -3 | -0.13 | -2 |
| CC(C)=CCSc1nnc([C@@H](N)Cc2c[nH]c3ccccc23)o1 | 11 | -19 | 3 | 1 | 0.1 | 0.5 | -1 | -1.8 | 8 |
| COc1ccccc1/C=C1/C(=N/O)C2CCN1CC2 | 7 | -20 | -1 | -3 | 4.2 | 3.5 | . | 1.5 | 5 |
| CN1CCN(c2ccc([N+](=O)[O-])c(NCc3ccco3)c2)CC1 | 9 | -9 | -4 | 3 | 0.2 | 1.5 | -1 | -0.017 | -1 |
| CCCC(C)n1[nH]c(=O)c2c1NC(=O)CSC2c1ccccc1 (centres undefined) | 8 | 1 | -4 | 5 | 0.0 | -1.6 | . | -0.54 | 2 |
| CC(=O)N1CN2CN(C(C)=O)CC(C(=O)c3ccc([N+](=O)[O-])cc3)(C2)C1 | 8 | 1 | -4 | 21 | 2.8 | 0.1 | 0 | 0.61 | -3 |
| OC(CCNCCc1c[nH]c2ccccc12)C(F)(F)F (centres undefined) | 6 | -6 | -18 | 12 | 1.4 | 3.3 | 1 | 0.35 | -11 |
| Cc1cccc(CN2CCN(c3ccc(Cl)cc3)CC2)c1 | 14 | 3 | -1 | 19 | -0.5 | 0.1 | -1 | -0.27 | 2 |

Further entries.
| structure | FXIIa inh 1536 | hK5 inh | Thrombin inh | Hck-Nef inh | zVAD death inh | TNF death inh | Rad51 HR inh | Cl transport mod | FXIa inh 1536 |
| --- | --- | --- | --- | --- | --- | --- | --- | --- | --- |
| Cc1ccc(NC(=O)c2cc(-c3ccccc3)n(CCCN3CCOCC3)c2C)cc1 | 5 | -3 | -3 | 3 | 5.9 | 2.1 | 22 | . | 0 |
| CC(=O)N1CC(=O)Nc2ccc(Cl)cc2C1c1ccc(F)cc1 (centres undefined) | 4 | -3 | -7 | 0 | 0.5 | -2.1 | -1 | . | -1 |
| CCOc1ccc2nc(N=Nc3c(O)[nH]c(=O)[nH]c3=O)sc2c1 | 22 | 1 | 2 | 7 | 0.9 | 1.9 | 20 | -0.093 | 13 |
| COc1ccc(CC2(CCc3ccccn3)C(=O)NC(=O)N(c3ccccc3C)C2=O)cc1OC (centres undefined) | 12 | 2 | -6 | 19 | 0.6 | -1.1 | 16 | -0.51 | 0 |

Shown with values under each structure: 5 of the compounds above.
Under each structure: FXIIa inh 1536, hK5 inh, Thrombin inh, Hck-Nef inh, zVAD death inh, TNF death inh, Rad51 HR inh, Cl transport mod, FXIa inh 1536
> CCCCCCn1c(O)c(C=NCCCn2ccnc2)c(=O)[nH]c1=O
→ 15, 5, 5, 6, -0.7, -1.2, -21, 0.95, 2
> CC(C)CCNC(=O)CN1C(=O)CN=C(c2ccccc2)c2ccccc21
→ 12, -1, 2, 21, -1.2, 0.0, 23, 0.81, -1
> Cc1cc(Oc2ccc(C(F)(F)F)cc2[N+](=O)[O-])c2c3c(c(=O)oc2c1)CCCC3
→ -2, -4, -3, 0, -0.2, -0.2, 4, 0.22, 4
> O=C(O)c1cn(Cc2ccccc2)nc1-c1ccccc1
→ 12, -5, -11, 13, 0.3, 0.8, -32, -3.3, 0
> CCOC(=O)/C(=N\Nc1ccccc1)N1CC1
→ ., 1, -1, 12, 0.5, -0.8, 6, 0.21, -2

In the list so far, these contain a tert-butyl group:
| structure | FXIIa inh 1536 | hK5 inh | Thrombin inh | Hck-Nef inh | zVAD death inh | TNF death inh | Rad51 HR inh | Cl transport mod | FXIa inh 1536 |
| --- | --- | --- | --- | --- | --- | --- | --- | --- | --- |
| CN1CCc2nc(SCC(=O)OC(C)(C)C)c(C#N)cc2C1 | -11 | -33 | -1 | . | . | . | . | . | -8 |
| Cc1cc(OC(=O)CCCNC(=O)OC(C)(C)C)c2c3c(c(=O)oc2c1)CCC3 | 4 | -7 | 2 | 0 | 0.8 | -9.0 | 5 | -0.14 | -3 |

Source: PubChem BioAssay

Not all compounds are listed, so the mix of outcomes need not match the whole.
